FLuc inh counter = inhibits firefly luciferase, flagging false hits in luciferase inhibition screens; inhibition, % at 10 µM; P08659; ATPLite firefly luciferase biochemical luminescence, 10 min; actives 1.5% (n = 200,000);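 active = inhibition above about 50% when tested at 10 µM, limit read from the data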
TLR4-MyD88 BLA = blocks binding of human TLR4 to MyD88. O00206+Q99836. inhibition, % at 8.4 µM. HeLa CL3-4 TLR4/MyD88 BLA complementation, FRET ratio. actives 0.18% (n = 200,000); in the data active = inhibition above about 25%;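 note: 0% = vehicle and 100% = reference inhibitor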
APP transl inh = APP translation inhibition; SH-SY5Y APP 5'UTR-luciferase reporter, luminescence; actives 0.82% (n = 190,000); inhibition, % at 2 µM;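 active = inhibition above a set limit, derived from the sample mean plus 3 SD, cut at about 45% in these data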; note: values of inactives mirror those of a sister screen read the other way
G6PDH counter = counter-screen for G6PDH assay hits: L. mesenteroides G6PDH inhibition. actives 0.12% (n = 200,000). Purified L. mesenteroides G6PDH, diaphorase/resazurin coupled fluorescence, 45 min. inhibition, % at 5 µM; in the data active = inhibition above about 50%
APP 5'UTR act = activates APP 5'UTR luciferase reporter. SH-SY5Y APP 5'UTR luciferase reporter, luminescence; zero percent = DMSO vehicle wells. actives 1% (n = 190,000). activation, % at 2 µM;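 active = activation above a set limit, based on mean plus 3 SD of controls, cut at about 140% in these data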; note: values of inactives mirror those of a sister screen read the other way
NF-kB expr up = NF-kB expression increase, human neuronal cells; NF-kB reporter expression; active compounds read high; fold change at 12.5 µM; actives 1.6% (n = 190,000); in the data active = fold change above about 3.3
Diaph act CS = activates diaphorase or chemically reduces, flagging diaphorase assay artifacts | actives 0.005% (n = 190,000) | activation factor at 20 µM | AID 1229 | Diaphorase/resazurin coupled assay, resorufin fluorescence, 16 min; active compounds read high; 1 = vehicle wells, 0 = NADH-free wells;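 active = diaphorase activity raised at least twofold by the compound at 20 µM; inactive = activation factor below 2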
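Material: purified diaphorase enzyme from Clostridium kluyveri; Also added: 0.114 mM NADH and 0.1 mM resazurin, final amounts; Doses: single compound dose of 20 µM, 1% DMSO final; Times: 16 min enzyme reaction, ambient temperature; Detection: resorufin fluorescence, excitation 544 nm, emission 590 nm; Measure: increased resorufin signal from activators or reducing compounds.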
FLuc stim CS = affects firefly luciferase, flagging false hits in luciferase stimulation screens. activation factor at 10 µM. ATPlite luciferase biochemical, luminescence, 10 min; 0 = ATP-free wells, 1 = DMSO control. 200,000 tested, under 10 active. AID 1027. P08659;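 active = luciferase activation factor, scaled between plate controls, of at least 2 with compound at 10 µM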
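assay system = Luciferase/luciferin detection reagent, cell-free biochemical luciferase assay | also added = ATP substrate | times = 10 min post-reagent at room temperature | measured by = luminescence from luciferase reaction | measure = luciferase activation, seen as luminescence increase over controls | benchmarks = low control with PBS replacing ATP, high control enzyme plus ATP without compound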
STAT1 act = increases IFN-gamma driven STAT1 reporter signal; AID 932; NIH 3T3 STAT1-luciferase reporter, luminescence; 100% = IFN-gamma alone, no compound; activation (% of control), % at 5.5 µM; actives 2.6% (n = 200,000);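 active = activation above the screen-wide mean activation plus 3 SD, cut at about 130% in these data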;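 note: raw ratio to IFN-gamma control signal so 100% means no change and 0% no light; values of inactives mirror those of a sister screen read the other way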
Diaphorase inh = counter-screen for diaphorase-based assays: diaphorase inhibitors and chemical oxidizers. diaphorase resazurin-to-resorufin fluorescence, NADH, 16 min; bacterial (C. kluyveri) enzyme, not human. inhibition, % at 20 µM. actives 0.69% (n = 190,000);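 active = primary screen inhibition at 20 µM above a set limit, cut at about 50% in these data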;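 note: plate controls were DMSO with full reaction for no effect and wells lacking NADH for full effect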
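material = Clostridium kluyveri diaphorase enzyme | amount = 0.14 U/mL diaphorase, enzyme working solution | schedule = incubation 16 min, room temperature | detection = fluorescence of resorufin formed from resazurin, Ex 544/Em 590 nm | benchmarks = positive control minus NADH, DMSO neutral control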
* hit, by the source's call. Rows are unselected; overall some 5.6% were active at least once.

Keys: A = FLuc inh counter; B = TLR4-MyD88 BLA; C = APP transl inh; D = G6PDH counter; E = APP 5'UTR act; F = NF-kB expr up; G = Diaph act CS; H = FLuc stim CS; I = STAT1 act; J = Diaphorase inh
> Cc1ccc(NC(=O)c2ccc(NCCCN3CCC(C)CC3)c([N+](=O)[O-])c2)cc1F
  A: -0.2	B: 3.5	C: -15.8	D: 2.4	E: 15.8	F: 0.93	G: 1.1	H: 1	I: 96.5	J: -11.8
> CC(C)(C#N)N([O-])C=C[N+](=O)C(C)(C)C#N
  A: -3.8	B: 4.8	C: 18.0	D: 2.9	E: -18.0	F: 1.1	G: 0.8	H: 1	I: 103.2	J: 20.9
> CCCCn1c(=O)c(Cc2ccccc2)c(O)c2ccccc21
  A: -11.5	B: 1.0	C: 15.9	D: -11.3	E: -15.9	F: 1.17	G: 0.9	H: 1.1	I: 102.0	J: 10.8
> Cc1nc(N2CCC(C)CC2)c2c(C)c(C(=O)Nc3ccc(C)c(F)c3)sc2n1
  A: -1.5	B: -3.7	C: 22.5	D: 2.3	E: -22.5	F: 0.84	G: 0.9	H: 1	I: 91.9	J: 8.4
> CCCc1nc2ccccc2c(=O)n1CC(=O)c1ccccc1
  A: -3.0	B: -17.6	C: -8.0	D: 2.8	E: 8.0	F: 1.15	G: 0.8	H: 1	I: 96.0	J: 16.6
> CCCCN(CC)C(=O)Cc1ccc(Br)cc1
  A: -9.6	B: 7.6	C: 9.1	D: 0.6	E: -9.1	F: 1.07	G: 0.8	H: 1.1	I: 108.4	J: 16.4
> Cc1cc(C)cc(NC(=O)C(=O)NCC2CCCO2)c1 (stereo not drawn)
  A: 6.1	B: -1.2	C: -17.1	D: -6.8	E: 17.1	F: 1.37	G: 1.1	H: 0.9	I: 106.5	J: -8.6
> CC(=O)Nc1ccc(NC(=O)CSc2nc(C)nc3sc(C)c(C)c23)cc1
  A: -3.1	B: -5.7	C: -16.0	D: 7.5	E: 16.0	F: 1.24	G: 1.1	H: 1	I: 111.4	J: -12.3
> Cc1ccc(S(=O)(=O)N2CCCCC2)cc1C(=O)c1nccn1C
  A: -5.0	B: 0.4	C: -9.4	D: 8.4	E: 9.4	F: 0.96	G: 0.8	H: 1.1	I: 106.0	J: 19.4
> O=C(CCn1cnnn1)Nc1ccc(Cl)c(Cl)c1
  A: -4.1	B: -12.9	C: 10.5	D: 9.1	E: -10.5	F: 0.95	G: 1.1	H: 1	I: 99.4	J: -7.5
> C=CCN1C(=O)NC(c2ccccc2)(C(F)(F)F)S/C1=C(\C#N)c1nnc(N2CCOCC2)n1-c1ccccc1 (stereo not drawn)
  A: -1.7	B: -14.8	C: -7.7	D: 11.3	E: 7.7	F: 1.03	G: 0.9	H: 1	I: 81.2	J: 9.4
> CCOC(=O)c1ccccc1Cc1nc2ccccc2c(=O)[nH]1
  A: -4.1	B: 3.6	C: -17.0	D: 0.8	E: 17.0	F: 0.97	G: 0.8	H: 1	I: 99.6	J: 18.9
> Cc1ccc(S(=O)(=O)n2nc(-c3cccnc3)nc2N)cc1
  A: -8.6	B: -14.7	C: -0.5	D: 13.4	E: 0.5	F: 1.18	G: 0.9	H: 1.1	I: 92.6	J: 10.9
> COc1cc2c(cc1OC)CN(C(=O)CSc1nc(N)c(C#N)cc1C#N)CC2
  A: -4.9	B: 9.7	C: 0.1	D: -0.8	E: -0.1	F: 1.02	G: 0.8	H: 1	I: 97.4	J: 24.6
> O=C(CCCNS(=O)(=O)c1cccc2nsnc12)NC1CCCCC1
  A: 5.3	B: 0.4	C: 9.3	D: -3.4	E: -9.3	F: 1.01	G: 1	H: 0.9	I: 96.0	J: -2.8
> Cc1cc(C(F)(F)F)c2sc(N)nc2n1
  A: -3.9	B: -8.1	C: -6.6	D: -3.9	E: 6.6	F: 0.94	G: 0.8	H: 1	I: 99.6	J: 16.8
> O=C(Cc1ccc([N+](=O)[O-])cc1)N/N=C/c1ccc([N+](=O)[O-])o1
  A: 0.3	B: 7.9	C: 1.5	D: 3.8	E: -1.5	F: 0.77	G: 1	H: 1	I: 99.8	J: 1.6
> COc1ccc(OC(C)C(=O)Nc2cccc(F)c2)cc1 (stereo not drawn)
  A: 0.5	B: -12.5	C: 7.1	D: -3.4	E: -7.1	F: 1	G: 0.8	H: 1	I: 94.2	J: 19.1
> Cc1ccc(CSc2ccc(-c3cccs3)nn2)cc1
  A: 22.7	B: 4.0	C: -65.7	D: 1.2	E: 65.7	F: 1.58	G: 1	H: 0.8	I: 123.5	J: 4.9
> CCOC(=O)N1CCN(C(=O)CSc2ccc(-c3ccc(OC)c(OC)c3)nn2)CC1
  A: 28.1	B: -18.1	C: -20.4	D: -0.3	E: 20.4	F: 0.73	G: 0.9	H: 0.7	I: 83.3	J: 10.6
> CCOc1ccccc1NC(=O)NC(C)c1ccncc1 (stereo not drawn)
  A: -2.7	B: -12.3	C: -8.9	D: 5.4	E: 8.9	F: 1.16	G: 0.9	H: 1	I: 106.5	J: 12.2
> O=C(COC(=O)/C=C/c1cccs1)Nc1ccccc1Cl
  A: 7.8	B: 7.3	C: 15.1	D: -6.7	E: -15.1	F: 1.16	G: 1	H: 0.9	I: 104.8	J: -4.8
> CCC(CC)C(=O)Nc1cccc(C(=O)Nc2ccc(S(=O)(=O)Nc3ccc(C)cc3)cc2)c1
  A: -1.4	B: 0.7	C: -16.1	D: 1.0	E: 16.1	F: 0.67	G: 0.8	H: 1	I: 87.8	J: 15.3

Nine structures from above, sorted by count of non-hydrogen atoms, descending.
Keys: A = FLuc inh counter; B = TLR4-MyD88 BLA; C = APP transl inh; D = G6PDH counter; E = APP 5'UTR act; F = NF-kB expr up; G = Diaph act CS; H = FLuc stim CS; I = STAT1 act; J = Diaphorase inh
> C=CCN1C(=O)NC(c2ccccc2)(C(F)(F)F)S/C1=C(\C#N)c1nnc(N2CCOCC2)n1-c1ccccc1 (stereo not drawn)
  A: -1.7	B: -14.8	C: -7.7	D: 11.3	E: 7.7	F: 1.03	G: 0.9	H: 1	I: 81.2	J: 9.4
> CCC(CC)C(=O)Nc1cccc(C(=O)Nc2ccc(S(=O)(=O)Nc3ccc(C)cc3)cc2)c1
  A: -1.4	B: 0.7	C: -16.1	D: 1.0	E: 16.1	F: 0.67	G: 0.8	H: 1	I: 87.8	J: 15.3
> CCOC(=O)N1CCN(C(=O)CSc2ccc(-c3ccc(OC)c(OC)c3)nn2)CC1
  A: 28.1	B: -18.1	C: -20.4	D: -0.3	E: 20.4	F: 0.73	G: 0.9	H: 0.7	I: 83.3	J: 10.6
> O=C(CCCNS(=O)(=O)c1cccc2nsnc12)NC1CCCCC1
  A: 5.3	B: 0.4	C: 9.3	D: -3.4	E: -9.3	F: 1.01	G: 1	H: 0.9	I: 96.0	J: -2.8
> O=C(Cc1ccc([N+](=O)[O-])cc1)N/N=C/c1ccc([N+](=O)[O-])o1
  A: 0.3	B: 7.9	C: 1.5	D: 3.8	E: -1.5	F: 0.77	G: 1	H: 1	I: 99.8	J: 1.6
> Cc1ccc(S(=O)(=O)n2nc(-c3cccnc3)nc2N)cc1
  A: -8.6	B: -14.7	C: -0.5	D: 13.4	E: 0.5	F: 1.18	G: 0.9	H: 1.1	I: 92.6	J: 10.9
> COc1ccc(OC(C)C(=O)Nc2cccc(F)c2)cc1 (stereo not drawn)
  A: 0.5	B: -12.5	C: 7.1	D: -3.4	E: -7.1	F: 1	G: 0.8	H: 1	I: 94.2	J: 19.1
> Cc1ccc(CSc2ccc(-c3cccs3)nn2)cc1
  A: 22.7	B: 4.0	C: -65.7	D: 1.2	E: 65.7	F: 1.58	G: 1	H: 0.8	I: 123.5	J: 4.9
> Cc1cc(C(F)(F)F)c2sc(N)nc2n1
  A: -3.9	B: -8.1	C: -6.6	D: -3.9	E: 6.6	F: 0.94	G: 0.8	H: 1	I: 99.6	J: 16.8
